# Screens from PubChem.
# VLA-4 inh = inhibition in a human VLA-4 binding assay; inhibition, % (about 7 µM as worked out from the volumes in the protocol); actives 0.2% (n = 330,000); VLA-4 expressing cells, ligand binding flow cytometry; P13612; in the data active = inhibition above about 50%
# PP1 counter = blocks human PP1-alpha phosphatase, a PP5 counter-screen; purified PP1alpha, OMFP fluorescence; AID 2235; actives 0.9% (n = 320,000); inhibition, % at 6.7 µM; P62136;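 active = inhibition above the mean inhibition of all tested compounds plus 3 SD, computed separately for each screening campaign, cut at about 15% in these data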
# Target sequence (P62136 whole entry, looked up): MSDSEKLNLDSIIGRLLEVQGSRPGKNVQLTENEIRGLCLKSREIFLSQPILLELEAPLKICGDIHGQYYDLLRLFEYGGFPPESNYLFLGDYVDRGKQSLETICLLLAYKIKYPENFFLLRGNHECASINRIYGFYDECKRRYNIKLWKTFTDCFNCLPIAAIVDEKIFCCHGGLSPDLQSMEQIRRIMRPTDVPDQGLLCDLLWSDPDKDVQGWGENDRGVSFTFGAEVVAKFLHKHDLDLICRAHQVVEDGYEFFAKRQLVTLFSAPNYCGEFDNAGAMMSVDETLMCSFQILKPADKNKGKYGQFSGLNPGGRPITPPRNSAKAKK
# HCV core dimer = blocks dimerization of HCV core protein; TR-FRET GST/Flag-core106 dimerization, 1536-well; inhibition, % at 5 µM; actives 0.33% (n = 300,000); AID 1899;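 active = inhibition above the mean of all tested compounds plus 3 SD, set per screening campaign, cut at about 45% in these data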
#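 Assay system – GST-tagged and Flag-tagged HCV core protein residues 1-106 · Quantity – core106 proteins, GST 13.5 nM and Flag 17 nM · Benchmarks – unlabelled core106 and no-GST-core106 wells · Read-out basis – percent inhibition of core106 dimerization signal · Detection – time-resolved FRET, ex 340 nm, em 617 and 671 nm · Schedule – 4 h at 22.5 °C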
# Fh CTSL1 inh = cathepsin L1 inhibition, PFM18AAP counter-screen. recombinant F. hepatica cathepsin L1, Z-Leu-Arg-MCA fluorescence. inhibition, % at 5.96 µM. actives 0.49% (n = 300,000). AID 1906;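 active = inhibition above the mean of all tested compounds plus 3 SD, set per screening campaign, cut at about 17% in these data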;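 also: 0% = plate median of test compound wells and 100% = 1 µM Z-Phe-Ala-diazomethylketone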
# JMJD2C inh = blocks human GASC-1 demethylase activity. AID 2099. inhibition, % at 2.35 µM. Q9H3R0. GST-JMJD2C(1-420) H3K9me3 demethylation, DELFIA europium. actives 0.069% (n = 330,000);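 active = more than half of a compound's replicate wells show inhibition beyond 50%, single wells judged on their own value; inconclusive = some, but no more than half, of replicates pass 50% inhibition; inactive = no replicate passes 50% inhibition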;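 also: signal counts dimethyl H3K9 product captured on neutravidin plate; 0% = median of DMSO wells and 100% = 0.3 times that DMSO median; strong numbers were not always called active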
# procasp7 counter = counter-screen for procaspase-3 activators: activators of human procaspase-7; AID 463210; actives 0.093% (n = 330,000); P55210; activation, % at 8.5 µM; recombinant procaspase-7, Ac-DEVD-pNA absorbance 405 nm; D23A/D198A/D206A triple mutant, cannot self-cleave; scale: DMSO 0, 5 µM enzyme 100;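 active = percent activation above the screen-wide mean plus 3 SD, cut at about 25% in these data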
# Target sequence (P55210 whole entry D23A/D198A/D206A): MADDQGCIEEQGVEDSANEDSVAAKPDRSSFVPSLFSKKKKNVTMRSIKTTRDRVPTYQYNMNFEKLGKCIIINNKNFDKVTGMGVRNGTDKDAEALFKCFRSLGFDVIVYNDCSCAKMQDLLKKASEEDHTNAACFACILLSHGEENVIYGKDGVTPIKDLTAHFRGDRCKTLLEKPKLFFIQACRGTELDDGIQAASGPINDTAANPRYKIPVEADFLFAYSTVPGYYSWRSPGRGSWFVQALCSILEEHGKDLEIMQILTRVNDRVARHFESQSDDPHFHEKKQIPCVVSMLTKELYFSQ
#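 Replicates: singlicate. Assay system: Procaspase-7 triple mutant (PC-7 D3A). Signal: 405 nm absorbance of p-nitroaniline. Times: 1 h preincubation, 2 h reaction. Buffer or medium: Zinc-free HEPES pH 7.4 with 300 mM NaCl, 0.01% Triton X-100. Also added: DEVD-pNA substrate. Benchmarks: DMSO wells as 0%, DMSO with 5 µM added PC-7 as 100%.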
# proCasp3 act = activators of human procaspase-3; P42574; recombinant procaspase-3 D3A, Ac-DEVD-pNA absorbance 405 nm; activation, % at 8.5 µM; actives 0.11% (n = 330,000); AID 463141;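 active = activation above the mean of all tested compounds plus 3 SD, cut at about 21% in these data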;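 also: 0% = DMSO alone and 100% = DMSO wells spiked with extra 5 µM PC-3 D3A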
# Target sequence (P42574 whole entry D9A/D28A/D175A): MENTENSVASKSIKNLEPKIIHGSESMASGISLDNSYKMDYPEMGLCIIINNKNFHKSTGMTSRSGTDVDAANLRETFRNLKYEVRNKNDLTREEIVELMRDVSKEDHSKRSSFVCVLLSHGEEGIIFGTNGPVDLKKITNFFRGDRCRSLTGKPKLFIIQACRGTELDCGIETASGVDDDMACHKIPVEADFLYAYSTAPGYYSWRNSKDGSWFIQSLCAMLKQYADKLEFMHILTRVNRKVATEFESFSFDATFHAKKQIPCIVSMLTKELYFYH
#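 Assay system – Procaspase-3 D3A mutant · Benchmarks – DMSO low control, extra-enzyme high control · Technique – 405 nm absorbance of p-nitroaniline, reads at 0 and 120 min · Doses – 8.5 µM nominal · Measure – % activation between DMSO and enzyme-spiked controls · Also added – Ac-DEVD-pNA chromogenic peptide substrate · Schedule – 1 h compound preincubation, 2 h substrate hydrolysis at 25 °C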
# PP5 primary = inhibitors of human protein phosphatase 5 (PP5); P53041; purified PP5c, OMFP substrate fluorescence; inhibition, % at 6.7 µM; actives 0.18% (n = 320,000);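 active = inhibition above the campaign's mean inhibition across all tested compounds plus 3 SD, cut at about 9.5% in these data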;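 also: 0% = DMSO only and 100% = 100 µM cantharidin control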
# GRK2 inh = blocks RNA aptamer binding to human GRK2 | AID 488847 | P25098 | inhibition of aptamer binding, % at 10 µM | bead flow cytometry, FAM-aptamer displacement from GRK2 | actives 0.59% (n = 330,000);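 active = inhibition of aptamer binding above 40%, roughly 3 SD of noise, on plates passing a quality check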;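 also: median bead fluorescence of bound FAM aptamer so fluorescent compounds give negative values; no value below 0 was filed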
# * marks the source's active call; other numbers are inactive results; ? = inconclusive; . = not tested or not shown; & = joins results of further samples.
SMILES,VLA-4 inh,PP1 counter,HCV core dimer,Fh CTSL1 inh,JMJD2C inh,procasp7 counter,proCasp3 act,PP5 primary,GRK2 inh
CCOc1ccc(NC(=O)C23CC4CC(C2)CC(c2ccccc2)(C4)C3)cc1,8,1,5,1,-2,-16,2,1.3,0
CCSc1nc2ccccc2n1Cc1nc(N)nc(N(C)C)n1,7,0,-4,-2,-7,-4,3,2.0,1
C=C(C)COc1ccc(-c2ncnc(C(F)(F)F)c2-c2ccc(OC)cc2)c(O)c1,-4,-2,1,0,-3,11,9,4.5,0
Cc1nc(NC(=O)/C=C/c2ccc(C(C)(C)C)cc2)sc1C(=O)N(C)C,21,-2,-4,3,2,5,1,-0.1,2
CC1CCN(CC(=O)c2cccs2)CC1,7,2,-4,-4,-15,-6,-1,-1.8,0
OC(c1ccc(Cl)cc1)C(CN1CCOCC1)c1ccccc1 (configuration not stated),25,-3,-1,2,68,-8,7,-1.1,2
COC(=O)c1ccc(Nc2nc(N3CCOCC3)nc(N3CCOCC3)n2)cc1,4,-4,11,2,26,-5,-1,2.2,1
CC(C)c1cc2c(c(O)c1O)[C@@]13CCCC(C)(C)C1CC2OC3=O (some centres not stated),4,44*,4,9,127,-27,-18,0.4,2
Cn1ncc([N+](=O)[O-])c1C(=O)Nc1ccc(-c2nc3ccccc3o2)cc1,3,-2,-4,5,1,15,-2,-0.3,0
COc1ccc(NC2CCCN(C(=O)CCCn3cncn3)C2)cc1 (configuration not stated),4,-3,4,-1,20,3,1,5.4,0
NS(=O)(=O)c1ccc(CCNC(=O)C2(S(=O)(=O)c3ccc(Cl)cc3)CC2)cc1,4,-3,-2,-5,2,-4,0,1.4,7
CC1CCN(CC(=O)N2CCc3ccccc32)CC1,15,4,6,-2,-23,0,0,-1.5,0
Cc1cc(=O)[nH]c(SCC(=O)Nc2ccc(Br)cc2)c1C#N,12,2,5,4,-4,9,2,1.2,1
O=C(Nc1cccc2c1CCCC2)C1CCN(c2nnnn2-c2ccccc2)CC1,-8,-6,12,0,1,-3,4,0.1,0
CCc1cccc(NC(=S)N(CCCOC(C)C)C2CCN(C(C)=O)CC2)c1,1,-1,8,1,10,-10,-2,0.5,1
CC(=O)/C=C(/C)NC(Cc1c[nH]c2ccccc12)C(=O)O (configuration not stated),-8&19,-3&-3,-3&2,-1&-3,2&-2,-10&-6,0&3,-2.0&2.7,1&0
CCCn1nnnc1SCC(=O)N1CCCc2ccccc21,-3,-3,0,-2,-11,3,1,2.2,3
O=C(c1cccc(S(=O)(=O)N2CCOCC2)c1)N1CCN(c2ccc(F)cc2)CC1,5,-5,0,0,0,2,-6,4.0,1
Cc1ccc(N(CC(=O)N2CCN(c3ccc(F)cc3)CC2)S(=O)(=O)c2c(C)noc2C)cc1,-2,0,9,-3,1,6,12,0.8,1
N[C@H]1C(O)O[C@H](CO)[C@@H](O)[C@@H]1O (some centres not stated),19,0,3,-4,-7,6,4,1.5,3
COc1ccc(NC(=O)Cc2nnc(SCC(=O)NC3CCCCC3)n2C)cc1,10,2,-8,2,-1,8,5,-0.2,1
C#CCn1ccc(O)c(Cc2c(F)cccc2Cl)c1=O,12,1,0,-4,-1,5,4,0.2,0
Cc1ccc(C)c(NC(=O)COC(=O)CCc2ccc(S(=O)(=O)N3CCOCC3)cc2)c1,1,0,-5,1,10,-2,5,1.3,26
O=C(NC(=S)Nc1ccc(O)cc1)C1CCCC1,5,-2,.,.,3,1,-5,0.3,3
Cc1ccc(C)c(S(=O)(=O)N2CCN(C(=O)c3ccc(C)s3)CC2)c1,-2,0,5,0,14,12,-2,3.0,1

# Further entries follow:
SMILES,VLA-4 inh,PP1 counter,HCV core dimer,Fh CTSL1 inh,JMJD2C inh,procasp7 counter,proCasp3 act,PP5 primary,GRK2 inh
COc1cc(/C=C2/SC(N)=NC2=O)ccc1Oc1ccc([N+](=O)[O-])cc1[N+](=O)[O-],2,-1,10,1,.,1,9,-1.2,0
Cc1ccc(NC(=O)COC(=O)[C@H](C)NC(=O)c2ccccc2)cc1S(=O)(=O)N1CCOCC1,3,-6,3,-11,26,2,1,0.1,1
O=C1CSc2ccc(C(=O)NCCc3ccc(Cl)cc3Cl)cc2N1,9,.,.,.,4,8,3,.,0
O=C(O)C(Cc1ccccc1)N1C(=O)/C(=C/c2cccnc2)SC1=S (configuration not stated),21,3,5,2,4,-21,-9,0.5,0
Cc1ccccc1OCCn1cc(C(=O)O)c2ccccc21,-8,-3,3,-3,-8,1,-1,1.0,1
NCC(O)CN(c1ccccc1)c1ccccc1 (configuration not stated),-1,2,-4,3,-33,0,0,1.6,0
Cc1ncc(CN2CCCC(CCC(=O)NCc3ccc(F)c(F)c3)C2)s1 (configuration not stated),5,-2,0,1,-11,2,2,1.6,0
c1cc(-c2cc3cc(N4CCOCC4)ccc3o2)cs1,-76,-1,-36,0,6,-1,6,1.9,3
c1ccc2c(c1)nc(Nc1ccc(N3CCCCC3)cc1)c1nncn12,3,1,-6,3,4,-4,-21,-0.4,1
O=S(=O)(c1ccc(NCC2CCCCC2)nc1)N1CCOCC1,4,0,2,-2,1,13,-4,2.6,0
CCOc1ccc2c(c1)c1nnc(SCC(=O)N3CCCCC3C)nc1n2C (configuration not stated),2,1,9,5,4,-2,2,1.2,4
COC(=O)C(Cc1ccc(O)cc1)NC(=O)c1ccc2c(c1)OCCO2 (configuration not stated),0,5,-1,-1,4,-10,10,-6.4,0
CN=C1CC(C)(C)CC(=O)/C1=C(/O)CCCN1C(=O)c2ccccc2C1=O,4,1,5,-2,10,7,3,1.3,1
CCC1(CC)NC(=O)N(CC(=O)N2N=C(c3ccc(Cl)cc3)CC2c2ccco2)C1=O (configuration not stated),7,8,7,2,31,7,-3,2.5,0
O=C(Nc1cccc(F)c1)N(Cc1ccc(Cl)cc1)CC(O)C(F)(F)F (configuration not stated),19,4,0,-1,3,2,4,7.4,3
Cc1c(C(=O)NC(C(C)C)C(C)C)cccc1[N+](=O)[O-],4,-4,1,-1,-4,3,5,-1.3,1
COc1cc(C(O)c2nc3ccccc3s2)cc(OC)c1OC (configuration not stated),7,0,-11,-8,4,9,4,2.3,0
Cc1ccc(C(=O)Nc2ccsc2C(=O)O)cc1,1,8,-7,4,?,9,4,1.2,0
C(=N\NC(=Nc1ccccc1)c1ccccn1)/c1ccccn1,1,2,-5,-4,-4,-4,-2,-0.1,0
O=C(Nc1ccccc1Cl)c1sccc1-c1ccccc1,4,0,7,-1,-1,0,0,-0.3,0
COc1ccc(NC(=O)CCNC(=O)c2ccccc2Cl)cc1OC,5,-3,0,-3,2,-4,-6,-1.4,3
CC(C)c1ccc(SCc2noc(C(=O)NCC3CCCO3)c2C(=O)O)cc1 (configuration not stated),.,2,-7,5,4,-5,5,-0.7,.
COc1ccc(NC(=O)c2ccco2)cc1NC(=O)c1ccc(Br)o1,14,-4,5,3,22,12,0,2.1,0
COc1ccccc1CCNC(=O)c1ccoc1C,5,-2,0,1,6,8,4,-2.8,0
CC1=C(OC(=O)c2ccccc2)C(C)(C)C(c2ccc(Br)cc2)OC1=O (configuration not stated),2,2,12,1,-1,8,3,1.0,1

# (more compounds)
SMILES,VLA-4 inh,PP1 counter,HCV core dimer,Fh CTSL1 inh,JMJD2C inh,procasp7 counter,proCasp3 act,PP5 primary,GRK2 inh
COc1ccc(S(=O)(=O)N2CCOCC2)cc1NC(=O)CSc1nnc2ccccn12,9,-2,2,-5,-3,-3,-2,3.5,1
O=C(COC(=O)/C=C/c1cccc(Cl)c1)NCCC1=CCCCC1,1,4,-6,2,-11,5,-9,-2.0,0
CCN(CC)C(=O)c1sc(NC(=O)c2cccnc2)c(C(=O)OC)c1C,5,-2,-4,-1,0,-2,-1,-1.5,2
Cc1cc(SC(C)C(=O)NCC(=O)Nc2ccc(F)c(F)c2F)nc2ccccc12 (configuration not stated),-13,-2,-3,1,25,3,5,-2.0,0
CC(=O)c1sc(NC(=O)c2cc3c(C)nn(-c4ccccc4)c3s2)nc1C,6,0,1,-4,21,-3,14,1.9,2
CCCCn1c(N)c(N(CC)C(=O)C(c2ccccc2)c2ccccc2)c(=O)[nH]c1=O,-4,-2,-1,2,-6,0,4,-3.2,1
C/C(=N\N(c1ccccc1)c1ccccc1)c1ccc(O)cc1,5,1,2,2,5,10,-10,4.9,0
CC1CCCN(CCCNC(=O)C2CCN(S(=O)(=O)N3CCC4(CC3)OCCO4)CC2)C1 (configuration not stated),2,1,-7,-3,11,-1,1,0.5,0
O=C(Cn1cncn1)NCc1ccc(Cl)cc1,4,1,0,1,7,11,-5,0.8,3
CCOC(=O)c1cn2cccnc2n1,15,-2,-2,2,10,-5,5,-0.5,0
C=CCOC(=O)C1=C(C)NC(SCC(=O)NC(=O)OCC)=C(C#N)C1c1cccnc1 (configuration not stated),-49,-4,-1,2,-15,-51,-50,1.4,0
Cc1ccc(-c2nc3ccccc3c(=O)n2-c2c(C)n(C)n(-c3ccccc3)c2=O)cc1,-3,-3,0,8,21,2,5,-1.1,0
O=C(Cn1cnnn1)Nc1ccccc1Cc1ccccc1,0,-3,-3,2,8,-6,0,2.8,4
Cc1cc(-c2csc3nc[nH]c(=S)c23)cc(C)c1C,-1,6,3,-1,3,-7,4,1.4,3
COc1ccc(-n2c(C)nnc2SCC(=O)NC2CC2)cc1,3,-1,-6,-1,4,6,-10,0.1,3
Cc1ccc(-c2c3c(=O)n(C)c(=O)n(C)c3cn2-c2ccccc2O)cc1,19,-2,-2,-3,29,1,1,-0.8,1
C/C(=C\C(=O)O)CC(=O)O,2,3,-6,-3,20,7,2,-1.0,1
COCCN(C(=O)Nc1ccccc1OC)c1nc2ccccc2s1,16,-1,4,1,-5,-4,0,0.6,2
CCCSc1ccc([C@H]2N[C@@](CC(C)C)(C(=O)OC)[C@H]3C(=O)N(C)C(=O)[C@@H]23)cc1,-2,-1,-1,3,-10,7,-9,4.0,2

# Full records from above. Screens in order: VLA-4 inh, PP1 counter, HCV core dimer, Fh CTSL1 inh, JMJD2C inh, procasp7 counter, proCasp3 act, PP5 primary, GRK2 inh
# Entry for CCN(CC)C(=O)c1sc(NC(=O)c2cccnc2)c(C(=O)OC)c1C = 5, -2, -4, -1, 0, -2, -1, -1.5, 2
# Entry for COc1ccc(S(=O)(=O)N2CCOCC2)cc1NC(=O)CSc1nnc2ccccn12 = 9, -2, 2, -5, -3, -3, -2, 3.5, 1
# Entry for CC1CCCN(CCCNC(=O)C2CCN(S(=O)(=O)N3CCC4(CC3)OCCO4)CC2)C1 (configuration not stated) = 2, 1, -7, -3, 11, -1, 1, 0.5, 0
# Entry for O=C(COC(=O)/C=C/c1cccc(Cl)c1)NCCC1=CCCCC1 = 1, 4, -6, 2, -11, 5, -9, -2.0, 0
# Entry for CC(=O)c1sc(NC(=O)c2cc3c(C)nn(-c4ccccc4)c3s2)nc1C = 6, 0, 1, -4, 21, -3, 14, 1.9, 2
